Assay outcomes: PubChem BioAssay, several laboratories
Hep lipid drop: modulators of hepatic lipid droplet formation; AML12 mouse hepatocytes, oleate lipid droplets, BODIPY imaging; inhibition, % at 6.5 µM; actives 0.4% (n = 240,000); AID 1656;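 active = lipid droplet intensity inhibited by at least 50%, with more than 500 cells counted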
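material = mouse AML12 hepatocyte cell line, fixed after treatment | also added = 100 µM oleic acid challenge | doses = compound at 6.5 µM only | schedule = overnight exposure | technique = Image-based BODIPY and DAPI two-channel analysis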
MT stabilizer: microtubule stabilization, imaging screen; % tubulin-high responders, % at 10 µM; actives 0.83% (n = 200,000); HeLa tubulin immunostaining HCS, 24 h; share of cells brighter than vehicle mean+2SD;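 active = plate Z-score above 3 for both tubulin-high and condensed-nucleus cell shares, with cell loss under 80%, at 10 µM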;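 note: anti alpha tubulin signal scored within the nucleus-defined area of each cell; some results filed as inactive read as strong as hits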
Ins promoter up: MIN6 insulin promoter up-regulation; MIN6 insulin promoter-GFP reporter, high-content imaging; stronger effect = higher value; z-score at 5 µM; actives 0.3% (n = 190,000);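 active = z-score above 3 at 5 µM with at least 500 cells counted in the well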
T cell modulator: T cell immune modulators affecting CD8 T cell-vesicle binding | 2C CD8+ T cell-vesicle binding, flow cytometry; stronger effect = lower value | calls only at 7 µM | actives 0.068% (n = 330,000);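 active = response, share of CD8 T cells binding vesicles, and their 90th percentile fluorescence all below set limits, cut at about 80% in these data, passing the limit was not always enough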
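Read-out – percent CD8+ FL2 mean versus row control · System – murine 2C transgenic CD8+ T lymphocytes · Times – 1.5 h cell–vesicle binding at 37 °C, then 20 min icy labelling · Control set – naked vesicles low, QL9 vesicles with vehicle high · Detection – cytometric PE anti-B7-1 and Alexa647 anti-CD8 signals after 1% paraformaldehyde fixation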
WT yeast gro inh: growth inhibition of WT yeast, mitochondrial fusion screen; inhibition, % at 10 µM; mitochondrial fusion phenotypic screen, WT strain; actives 2.1% (n = 190,000); AID 1362; in the data active = inhibition above about 58%; tested in S. cerevisiae
b-catenin transl: modulators of beta-catenin nuclear translocation; HeLa beta-catenin nuclear translocation, immunofluorescence imaging; actives 0.3% (n = 190,000); nuclear translocation activity, % at 5 µM;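 active = nuclear translocation activity above 50% at 5 µM, with a well cell count of 50 or more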;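 note: per-cell ratio of nuclear to cytoplasmic median beta-catenin stain intensity; plate controls were DMSO negative control for no effect and GSK-3 inhibitor IX positive control for full effect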
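Technique: fluorescence imaging of beta-catenin antibody stain plus DAPI / Material: human HeLa cell line / Incubation: compound treatment 24 h, 37°C, 5% CO2 / Read-out basis: % activation of per-cell nuclear versus cytoplasmic median beta-catenin signal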
Myeloid diff 2: promotes myeloid progenitor differentiation; calls only at 10 µM; ER-HoxA9 myeloid progenitors, lysozyme-GFP differentiation, flow cytometry; AID 624256; actives 1% (n = 360,000);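 active = normalized GFP-positive differentiation at or above the plate's own cutoff, the solvent-only control mean plus 3 SD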;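 note: cells exposed to compound for four days before flow analysis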
Autophagy mod: modulators of autophagy; AID 463193; MEF GFP-LC3 puncta imaging; test concentration mostly 10 µM; calls only at 10 µM (by protocol); actives 0.98% (n = 190,000);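 active = percentage of spot-positive cells more than 3 SD above its plate mean, without a fluorescence outlier flag or 80% toxicity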;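 note: spot-positive cell cutoff set from DMSO-treated cells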
West Nile antiviral: West Nile virus antiviral activity, cell-based, CPE readout (AID 1621); West Nile virus-infected cells, CPE inhibition; higher % means a stronger effect; CPE inhibition, % at 10 µM; hits with a dose series show IC50 in µM; actives 0.02% (n = 290,000); in the data active = a potency from the dose series; note: strong numbers were not always called active
WT yeast gro inh mutant strain: second read-out of WT yeast gro inh, no call of its own (marks repeat the call); inhibition, %; mitochondrial fusion phenotypic screen, mutant strain inhibition
Ins promoter up cell count: further read-out of Ins promoter up, marked with its call; cell count; measured here: cytotoxicity, nuclei count;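 total cells summed across four imaged fields per well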
Hep lipid drop cells 6.5 µM: also measured in Hep lipid drop; calls as there; cell count; measured here: cell count, cytotoxicity flag;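 cells counted across two imaged fields per well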
b-catenin transl cell count 5 µM: recorded beside b-catenin transl, whose call it bears; cell count; measured here: cell count, cytotoxicity flag
T cell modulator vesicle-bound %: further read-out of T cell modulator, marked with its call; double positive events, %; measured here: CD8+ vesicle-bound cell fraction;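 binding gate set so that unloaded-vesicle control wells show 10% double positive cells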
MT stabilizer Hoechst-high %: further read-out of MT stabilizer, marked with its call; % Hoechst-high responders; measured here: nuclear condensation Hoechst responders;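 share of cells brighter than vehicle mean plus two SD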
MT stabilizer cytotoxicity %: recorded beside MT stabilizer, whose call it bears; toxicity, %; measured here: cytotoxicity by cell density;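 0% = mean cell density of plate MIN control wells and 100% = no cells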
Autophagy mod cell loss 18 h: recorded beside Autophagy mod, whose call it bears; toxicity, %; measured here: cell loss, nuclei count;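 cell loss after 18 h compound exposure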
Myeloid diff 2 GFP+ MAC1+ %: also measured in Myeloid diff 2; calls as there; GFP+ MAC1+ double positive, %; measured here: differentiation confirmed by MAC1 staining
* marks the source's active call; other numbers are inactive results; i = inactive; . = no result given. This is a random part of the collection. About 3.9% of those tested had a hit in this group.

SMILES | Hep lipid drop | Hep lipid drop cells 6.5 µM | MT stabilizer | MT stabilizer Hoechst-high % | MT stabilizer cytotoxicity % | Ins promoter up | Ins promoter up cell count | T cell modulator | T cell modulator vesicle-bound % | WT yeast gro inh | WT yeast gro inh mutant strain | b-catenin transl | b-catenin transl cell count 5 µM | Myeloid diff 2 | Myeloid diff 2 GFP+ MAC1+ % | Autophagy mod | Autophagy mod cell loss 18 h | West Nile antiviral
O=C1c2ccccc2-c2cccc(C(=O)N3CCCCCC3)c21 | -4.4 | 697 | 6.1 | 3.1 | 12.3 | 1 | 1156 | i | 38.5 | 10.9 | 1.2 | . | . | i | 1.3 | i | -10.0 | -1.1%
Cc1ccc(S(=O)(=O)c2c(COC(=O)c3ccccc3Cl)c(-c3ccccc3)nn2C)cc1 | 5.9 | 794 | 1.2 | 1.2 | 4.3 | . | . | i | 44.5 | 3.1 | -9.5 | . | . | i | 1.6 | i | 1.1 | -0.3%
Cc1cccc(COc2ccc(/C=N/NC(=O)c3nnn(-c4nonc4N)c3COc3ccc(F)cc3)cc2)c1 | -11.3 | 657 | . | . | . | -0.57 | 1144 | i | 53.1 | . | . | 1.2 | 1267 | i | 0.3 | . | . | 0.0%
CCC(=O)N1CCC2(CC1)Oc1ccc(F)cc1C(=O)C21CC(c2cccnc2)=NO1 (stereo not drawn) | . | . | . | . | . | 0.61 | 854 | i | 50.0 | . | . | 0.0 | 1174 | i | 2.3 | . | . | -0.7%
CCOC(=O)C1=NOC2COC3(CCN(c4ncccn4)CC3)OCC12 (stereo not drawn) | 11.1 | 671 | 1.8 | 0.9 | 4.3 | -0.02 | 1252 | i | 32.0 | -16.2 | -11.2 | 0.5 | 1145 | i | 0.7 | i | -4.9 | -0.1%
CCc1nc(OCCN(C)C)c2oc3ccccc3c2n1 | . | . | 4.8 | 2.9 | 4.0 | -0.12 | 1053 | i | 53.0 | -8.9 | -7.8 | 0.3 | 1149 | i | 1.6 | i | 0.1 | -0.4%
CN(C)C=NC(=O)c1cc(C(=O)c2ccccc2)c[nH]1 | 1.4 | 659 | 2.5 | 2.5 | 6.7 | 0.15 | 1706 | i | 46.5 | -3.7 | -0.2 | -0.9 | 985 | i | 0.2 | i | 0.3 | 0.5%
COc1ccc(/C=C/C(=O)c2ccc3c4c(cccc24)CC3)cc1 | -40.5 | 673 | 5.8 | 8.4 | 5.1 | -0.56 | 1479 | i | 8.2 | 12.8 | -19.1 | -2.1 | 1154 | i | 0.5 | i | 4.5 | -1.1%
C#Cc1ccc([C@@H]2C=C(C(=O)Nc3ccccc3)O[C@H](OCC)[C@H]2CCCO)cc1 | -1.2 | 668 | 3.5 | 1.9 | 6.2 | -0.72 | 1374 | i | 31.0 | 44.2 | 10.1 | -0.1 | 1047 | i | 1.4 | i | -9.3 | .
CC(CCc1ccccc1)NC(=O)CNC(=O)c1cccs1 (stereo not drawn) | 1.6 | 714 | . | . | . | . | . | i | 67.0 | . | . | . | . | i | 2.5 | . | . | 0.0%
O=C(NCCN1CCN(C(=O)c2cccc([N+](=O)[O-])c2)CC1)C(=O)NCc1ccc(Cl)cc1 | -2.8 | 768 | . | . | . | . | . | i | 17.2 | . | . | . | . | i | 1.3 | . | . | -0.4%
CCOC(=O)c1ccc2c(c1)nc(-c1ccc(F)cc1)c1nccn12 | 1.5 | 630 | 1.5 | 1.8 | 1.3 | -2.4 | 1289 | i | 41.9 | 6.5 | 5.5 | . | . | i | 0.3 | i | 5.5 | 0.1%
Cc1cnc(NC(=O)CN2C(=O)C3CC=CCC3C2=O)s1 (stereo not drawn) | . | . | 2.6 | 2.6 | 8.8 | 0.65 | 1228 | i | 51.4 | 7.0 | -13.3 | -4.0 | 856 | i | 2.0 | i | -6.1 | -0.3%
O=C(CSc1nnc2n(C3CCCCC3)c(=O)c3ccccc3n12)OC1CCCCC1 | . | . | 1.4 | 1.8 | 8.5 | 0.29 | 940 | . | . | -11.6 | -4.2 | 0.4 | 1121 | i | 4.7 | i | 7.0 | 0.5%
Nc1c(C(=O)NCc2ccco2)c2nc3ccccc3nc2n1CCc1ccccc1F | 9.7 | 807 | 0.8 | 0.9 | 4.5 | -0.34 | 896 | i | 44.3 | 1.8 | 0.9 | -1.6 | 1257 | i | 2.5 | i | -4.1 | 0.6%
COc1ccc(NC(=O)CSc2nnc(-c3ccco3)c(-c3ccco3)n2)cc1OC | -8.5 | 781 | . | . | . | . | . | i | 46.5 | . | . | . | . | i | 0.9 | . | . | -0.2%
O=C(NC1CCCCC1)C(c1ccncc1)N(Cc1ccc2c(c1)OCO2)C(=O)c1cnsn1 (stereo not drawn) | -2.9 | 787 | 3.3 | 2.5 | 5.5 | . | . | i | 37.8 | -8.5 | 5.7 | 0.0 | 520 | i | 0.7 | i | 4.1 | -0.4%
COc1cc(CN(C)CC2CCCN(CCc3ccc(F)cc3)C2)c(Cl)cc1O (stereo not drawn) | 6.2 | 830 | . | . | . | . | . | i | 62.9 | . | . | . | . | i | 0.4 | . | . | 0.0%
CCCCCc1nnc(NC(=O)OCCC)s1 | 2.4 | 741 | 2.3 | 3.1 | 5.1 | 0.07 | 1159 | i | 38.0 | 3.0 | 1.4 | -6.8 | 1219 | i | 0.5 | i | 2.1 | 0.2%
Cc1ccc(-n2nnnc2SCC(=O)Nc2sc(C)c(C)c2C#N)cc1C | 5.7 | 623 | 3.6 | 2.6 | 7.3 | 0.73 | 1805 | i | 31.9 | -3.9 | 10.7 | 0.1 | 1197 | i | 1.8 | i | -25.4 | -0.2%
CCC1(CC)C(=O)N(C)C(=O)NC1=NCc1ccccc1 | -1.6 | 657 | 3.3 | 1.8 | 0.0 | -0.25 | 1253 | i | 43.7 | -0.6 | -37.3 | . | . | i | 0.5 | i | 3.6 | 0.1%
O=C(NC1CCCCC1)C(c1ccccn1)N(C(=O)c1csnn1)c1ccccc1 (stereo not drawn) | 4.9 | 843 | . | . | . | . | . | i | 24.9 | . | . | . | . | i | 0.7 | . | . | -0.1%
CCOC(=O)c1cc(NC(=O)CN2CCCC2)cc(C(=O)OCC)c1 | -0.4 | 819 | . | . | . | . | . | i | 32.1 | . | . | . | . | i | 0.4 | . | . | -0.6%
O=C(Nc1ccc(S(=O)(=O)N2CCOCC2)cc1)C1CC1 | -2.2 | 810 | . | . | . | . | . | i | 18.2 | . | . | . | . | i | 2.2 | . | . | -0.8%
COc1cccc(-n2nc(C(=O)O)c3ccccc3c2=O)c1 | 5.9 | 651 | 3.0 | 2.6 | 9.9 | . | . | i | 30.0 | -7.4 | -2.0 | 1.5 | 953 | i | 3.4 | i | 5.3 | 0.5%

As entered above.
Autophagy mod cell loss 18 h result of Cc1cnc(NC(=O)CN2C(=O)C3CC=CCC3C2=O)s1 (stereo not drawn) stands at -6.1
WT yeast gro inh mutant strain result of CCc1nc(OCCN(C)C)c2oc3ccccc3c2n1 stands at -7.8

Continuation:
SMILES | Hep lipid drop | Hep lipid drop cells 6.5 µM | MT stabilizer | MT stabilizer Hoechst-high % | MT stabilizer cytotoxicity % | Ins promoter up | Ins promoter up cell count | T cell modulator | T cell modulator vesicle-bound % | WT yeast gro inh | WT yeast gro inh mutant strain | b-catenin transl | b-catenin transl cell count 5 µM | Myeloid diff 2 | Myeloid diff 2 GFP+ MAC1+ % | Autophagy mod | Autophagy mod cell loss 18 h | West Nile antiviral
N#C/C(=C\c1cccnc1)c1ccc(Br)cc1 | 16.6 | 750 | . | . | . | 0.96 | 1114 | i | 15.8 | . | . | 0.4 | 1358 | i | 0.3 | . | . | -1.3%
N#Cc1c(-c2ccccc2)c(-c2ccccc2)n[nH]c1=O | 19.8 | 745 | . | . | . | . | . | i | 60.3 | . | . | . | . | i | 0.1 | . | . | -1.3%
O=C(NCc1ccc(F)cc1)C1CCN(S(=O)(=O)N2CCCCC2)CC1 | . | . | 5.4 | 3.1 | 6.6 | -0.01 | 1397 | i | 2.3 | 8.2 | -0.9 | 0.9 | 1350 | i | 11.8 | i | -13.2 | 0.1%
Cc1cc(C(=O)OCC(=O)N2C(C)CCCC2C)c(C)o1 (stereo not drawn) | . | . | 5.6 | 2.2 | 4.9 | . | . | i | 37.2 | -2.2 | -17.3 | . | . | i | 0.4 | i | 6.8 | -0.2%
CC(=O)c1ccccc1C(=O)N1CCCC(CCC(=O)N2CCN(c3ccccn3)CC2)C1 (stereo not drawn) | -50.2 | 668 | . | . | . | . | . | i | 18.5 | . | . | . | . | i | 2.0 | . | . | -0.6%
Cc1c(C(=O)Nc2c3c(nn2C(C)(C)C)CS(=O)(=O)C3)cccc1[N+](=O)[O-] | -5.0 | 752 | . | . | . | . | . | i | 41.1 | . | . | . | . | i | 7.5 | . | . | 0.4%
CCOc1ccc(OCC)c(NC(=O)C2CCN(S(=O)(=O)c3cnc[nH]3)CC2)c1 | -0.3 | 682 | 2.3 | 2.0 | 7.9 | 0.42 | 1309 | i | 57.3 | 7.1 | 31.5 | -1.5 | 1074 | i | 0.5 | i | 2.1 | 0.8%
COC(=O)c1c(NC(=O)c2ccc(C)o2)sc2c1CCCCC2 | 2.8 | 748 | 1.8 | 1.7 | 8.3 | 0.48 | 1118 | . | . | 0.6 | -1.8 | . | . | i | 0.9 | i | -4.3 | -0.5%
COc1cc2c(=O)n(CCC(=O)NCC3CCCO3)c(=O)n(CC(=O)Nc3ccc(F)cc3)c2cc1OC (stereo not drawn) | -2.0 | 744 | . | . | . | . | . | i | 41.1 | . | . | . | . | i | 2.6 | . | . | 0.0%
COc1ccc(OC)c(S(=O)(=O)N(C)CC(=O)O)c1 | . | . | 3.1 | 2.0 | 3.5 | 0.21 | 1193 | i | 8.3 | 5.2 | 1.7 | -1.0 | 1126 | i | 0.8 | i | -10.0 | 1.4%
COc1ccc(Nc2cc(C)nc(N3CCOCC3)n2)cc1 | . | . | 1.5 | 1.2 | 12.9 | -1.3 | 1149 | i | 44.7 | 15.5 | 20.1 | -4.9 | 987 | i | 0.8 | i | 9.1 | -0.1%
